CIT2-GFP yeast: alters CIT2-GFP fluorescence in TOR pathway yeast screen; GFP response vs DMSO, % at 10 µM; hit rate 0.065% among 320,000; S. cerevisiae CIT2-GFP strain, flow cytometry, 3 h; 100 means same as DMSO wells;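 active = GFP response relative to DMSO above a set limit, near the screen mean plus 3 SD, cut at about 150% in these data; inconclusive = Fewer than 70 cells measured for a yeast strain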;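 note: ratio of well median GFP fluorescence to mean of DMSO wells on the plate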
VLA-4 inh: inhibition in a human VLA-4 binding assay; AID 2557; hit rate 0.2% among 330,000; inhibition, % (about 7 µM as worked out from the volumes in the protocol); P13612; VLA-4 expressing cells, ligand binding flow cytometry; in the data active = inhibition above about 50%
GRK2 inh: blocks RNA aptamer binding to human GRK2. inhibition of aptamer binding, % at 10 µM. bead flow cytometry, FAM-aptamer displacement from GRK2. AID 488847. P25098. hit rate 0.59% among 330,000;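 active = inhibition of aptamer binding above 40%, roughly 3 SD of noise, on plates passing a quality check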;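 note: median bead fluorescence of bound FAM aptamer so fluorescent compounds give negative values; no value below 0 was filed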
Target sequence (P25098 whole entry, looked up): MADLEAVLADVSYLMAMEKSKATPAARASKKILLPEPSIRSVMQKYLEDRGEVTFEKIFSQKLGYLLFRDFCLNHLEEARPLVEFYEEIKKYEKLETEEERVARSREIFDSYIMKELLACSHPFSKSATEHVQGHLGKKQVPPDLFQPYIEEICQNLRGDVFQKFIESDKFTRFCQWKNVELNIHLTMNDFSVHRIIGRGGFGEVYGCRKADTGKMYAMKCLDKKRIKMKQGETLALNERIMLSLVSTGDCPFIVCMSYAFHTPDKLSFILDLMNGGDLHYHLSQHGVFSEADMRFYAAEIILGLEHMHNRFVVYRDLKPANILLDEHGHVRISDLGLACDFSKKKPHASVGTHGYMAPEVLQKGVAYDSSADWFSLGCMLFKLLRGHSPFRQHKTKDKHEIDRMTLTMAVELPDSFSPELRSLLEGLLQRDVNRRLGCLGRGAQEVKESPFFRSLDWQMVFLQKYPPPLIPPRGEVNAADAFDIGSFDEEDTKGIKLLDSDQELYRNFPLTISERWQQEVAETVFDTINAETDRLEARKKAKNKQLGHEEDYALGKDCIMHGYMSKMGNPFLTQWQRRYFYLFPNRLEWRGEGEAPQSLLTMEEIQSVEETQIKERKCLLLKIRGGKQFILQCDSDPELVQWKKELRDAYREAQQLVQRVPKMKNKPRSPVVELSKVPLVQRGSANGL
RPL19A-GFP yeast: yeast TOR pathway RPL19A-GFP modulation; S. cerevisiae RPL19A-GFP strain, flow cytometry, 3 h; hits give low values; percent response vs DMSO, % at 10 µM; hit rate 0.3% among 330,000; AID 2025;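 active = percent response vs DMSO below 50%; inconclusive = fewer than 70 events counted for the yeast strain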;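 note: median channel GFP fluorescence of the barcoded RPL19A-GFP strain; ratio of sample median GFP to plate DMSO average so 100% = DMSO; lower means less RPL19A-GFP as with rapamycin TOR inhibition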
AGP1 TOR yeast: modulators of TOR pathway AGP1-GFP in S. cerevisiae; S. cerevisiae AGP1-GFP multiplex flow cytometry, 3 h; GFP as percent of DMSO wells; GFP response vs DMSO, % at 10 µM; hit rate 0.02% among 320,000; AID 2066;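 active = GFP response relative to DMSO above a set limit, near screen average plus 3 SD, cut at about 150% in these data; inconclusive = fewer than 70 cells counted for the yeast strain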;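 note: median GFP channel fluorescence of the gated AGP1 strain per well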
MEP2-GFP yeast: modulators of TOR pathway MEP2-GFP in S. cerevisiae | S. cerevisiae MEP2-GFP strain, flow cytometry GFP, 3 h; 100% = DMSO control level | GFP response vs DMSO, % at 10 µM | hit rate 0.51% among 330,000;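 active = GFP response versus DMSO above a set limit, roughly screen mean plus 3 SD, cut at about 180% in these data; inconclusive = fewer than 70 cells counted for a yeast strain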;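 note: median GFP fluorescence of the barcode-gated MEP2-GFP cells per well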
CR mimetic SO: caloric restriction mimetics inhibiting age-related superoxide in yeast | S. cerevisiae aged cells, superoxide DHE fluorescence; hits give low values | superoxide response (% of plate mean), % at 10 µM | hit rate 0.18% among 330,000;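 active = superoxide response under a set limit, about three screen SD below normal, cut at about 65% in these data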;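 note: yeast aged for seven days with compound at 30 °C before DHE staining; 100% = average MFI of all compound-treated wells on the plate with controls excluded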
LAP4 TOR yeast: modulators of TOR pathway LAP4-GFP in S. cerevisiae | S. cerevisiae LAP4-GFP multiplex, flow cytometry GFP, 3 h; median GFP as percent of DMSO wells | GFP response vs DMSO, % at 10 µM | hit rate 0.34% among 320,000;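 active = GFP response vs DMSO above a set limit, about the screen mean plus 3 SD, cut at about 150% in these data; inconclusive = under 70 cell events counted for the yeast strain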
The depositor's hits bear a star; ? = inconclusive; [ ] = another dose, or the depositor's remark.

no. | Structure | CIT2-GFP yeast | VLA-4 inh | GRK2 inh | RPL19A-GFP yeast | AGP1 TOR yeast | MEP2-GFP yeast | CR mimetic SO | LAP4 TOR yeast
1 | Cc1ccc(S(=O)(=O)N2CCCC(C(=O)Nc3ccc(C(=O)O)cc3)C2)cc1Cl (stereo not drawn) | 108.1 | 4.7 | 1.0 | 103.9 | 105.8 | 110.1 | 91.6 | 113.2
2 | CCCCOc1ccc(C(=O)NCC2(c3ccccc3)CCOCC2)cc1 | 94.3 | 3.9 | 0.0 | 101.6 | 96.2 | 98.8 | 120.7 | 106.2
3 | COc1ccc(Cl)cc1S(=O)(=O)N1CCC(O)(c2ccc(Cl)cc2)CC1 | 102.3 | 5.9 | 1.0 | 102.2 | 104.8 | 99.6 | 80.9 | 106.7
4 | Cc1ccc(N2CC(NS(=O)(=O)c3cc(F)ccc3F)CC2=O)cc1C (stereo not drawn) | 98.6 | -10.4 | 1.0 | 98.2 | 98.9 | 98.9 | 103.3 | 98.4
5 | CCCn1nc(NS(=O)(=O)c2cccc3nonc23)c2cc3ccccc3nc21 | 97.9 | -5.6 | 0.0 | 75.6 | 14.9 | 116.5 | 110.2 | 83.2
6 | CCOc1ccc(-c2[nH]ncc2-c2ccccc2)c(O)c1 | 97.0 | 1.5 | 1.0 | 96.0 | 92.6 | 104.3 | 119.3 | 100.0
7 | Cc1cc(NC(=O)CCC(=O)N(CCc2ccccc2)C(C(=O)NC2CCCC2)c2ccco2)no1 (stereo not drawn) | 89.1 | 12.9 | 6.0 | 99.8 | 98.0 | 98.8 | 112.7 | 100.7
8 | CC(C)(C)n1ncc2c(=O)n(Cc3ccc(Cl)cc3)cnc21 | 93.5 | -2.8 | 27.0 | 101.1 | 88.3 | 96.2 | 94.3 | 94.3
9 | COc1c(C)cc(C(=O)C2CCCN(C(=O)c3cccc(-n4cccn4)c3)C2)cc1C (stereo not drawn) | 92.2 | 3.5 | 0.0 | 108.9 | 95.5 | 102.7 | 91.9 | 99.4
10 | COc1cc(C=O)ccc1OCC(=O)NC(C)(C)C | 100.7 | 24.6 | 3.0 | 103.5 | 104.7 | 105.0 | 95.5 | 92.7
11 | CC(=O)C1=C(C)NC(SCc2ccc(C#N)cc2)=C(C#N)C1c1ccco1 (stereo not drawn) | 90.2 | 2.2 | 2.0 | 97.1 | 95.3 | 111.0 | 90.0 | 97.7
12 | O=C(CCNC(=O)c1ccco1)Nc1ccc(C(F)(F)F)cc1 | 101.3 | 7.8 | 1.0 | 101.0 | 102.4 | 107.4 | 87.8 | 88.6

Whole records, quoted from the list. Values in the order: CIT2-GFP yeast | VLA-4 inh | GRK2 inh | RPL19A-GFP yeast | AGP1 TOR yeast | MEP2-GFP yeast | CR mimetic SO | LAP4 TOR yeast
Results for `COc1c(C)cc(C(=O)C2CCCN(C(=O)c3cccc(-n4cccn4)c3)C2)cc1C` (stereo not drawn) → 92.2 | 3.5 | 0.0 | 108.9 | 95.5 | 102.7 | 91.9 | 99.4
Results for `Cc1ccc(S(=O)(=O)N2CCCC(C(=O)Nc3ccc(C(=O)O)cc3)C2)cc1Cl` (stereo not drawn) → 108.1 | 4.7 | 1.0 | 103.9 | 105.8 | 110.1 | 91.6 | 113.2

The listing continues.
no. | Structure | CIT2-GFP yeast | VLA-4 inh | GRK2 inh | RPL19A-GFP yeast | AGP1 TOR yeast | MEP2-GFP yeast | CR mimetic SO | LAP4 TOR yeast
13 | CC1(C)Cc2nc(Cl)c(C(=O)O)cc2CO1 | 89.0 | 14.1 | 4.0 | 99.0 | 98.5 | 99.3 | 109.4 | 96.8
14 | Cc1cc(C)cc(NC(=O)N2CCC(NC(=O)c3ccccc3C)CC2)c1 | 92.0 | 4.0 | 0.0 | 105.4 | 102.8 | 109.0 | 100.5 | 93.1
15 | COc1ccccc1NS(=O)(=O)c1ccc(C)c(NS(=O)(=O)c2cc(C(=O)O)cc(C)c2C)c1 | 107.8[may fluoresce green] | -12.1 | 3.0 | 102.5[may fluoresce green] | 104.9[may fluoresce green] | 100.6[may fluoresce green] | 98.5 | 95.7[may fluoresce green]
16 | COc1cc(/C=C(\C#N)C(=O)Nc2cccc3ncccc23)cc(OC)c1OC | 90.5 | -10.3 | 0.0 | 107.1 | 92.4 | 98.3 | 102.8 | 89.9
17 | COC(=O)[C@@H](Cc1c[nH]c2ccccc12)NC(=O)C1CCCN(S(=O)(=O)c2ccc(C)cc2)C1 (stereo partly drawn) | 102.9 | -1.3 | 2.0 | 108.8 | 103.6 | 107.4 | 102.7 | 95.9
18 | COc1ccc(-n2c(Cc3cccn3C)nnc2SCC(=O)Nc2ccccc2C)cc1 | 99.6 | 12.2 | 0.0 | 94.5 | 99.8 | 88.0 | 112.6 | 88.8
19 | CCOc1ccc(/C=C2\SC(=O)N(CCNC(=O)CN3C(=O)NC4(CCCC4)C3=O)C2=O)cc1OC | 110.5 | 9.0 | 0.0 | 128.2 | 103.5 | 115.1 | 98.0 | 116.0
20 | CCC(C)N(C(=O)c1csnn1)C(C(=O)NCc1ccc(F)cc1)c1ccccc1 (stereo not drawn) | 93.0 | -2.5 | 4.0 | 92.5 | 72.5 | 88.6 | 114.7 | 90.6
21 | COC(=O)c1ccc(C(=O)OC)c(NC(=O)CN2CCN(c3ccccc3OC)CC2)c1 | 96.9 | 5.4 | 0.0 | 99.8 | 99.9 | 105.6 | 102.0 | 107.8
22 | NC1=NC2(CCCCCC2)n2c(nc3ccccc32)N1 | 99.3 | 6.5 | 0.0 | 100.8 | 99.2 | 104.3 | 85.9 | 104.3
23 | COc1cccc2sc3cc(C#Cc4ccccn4)ccc3c(=O)c12 | 96.6 | -8.2 | 2.0 | 101.2 | 99.7 | 104.8 | 83.1 | 124.5
24 | CCOC(=O)C1(Cc2ccccc2)CCCN(C(=O)c2cnn(CC)c2)C1 (stereo not drawn) | 101.4 | 11.8 | 1.0 | 98.8 | 101.7 | 111.5 | 96.7 | 104.2
25 | CCOC(=O)Cc1csc(SCC(=O)Nc2cc(C)ccc2OC)n1 | 93.2 | 0.1 | 0.0 | 94.1 | 98.7 | 94.6 | 93.1 | 115.0
26 | CCCC(=O)Nc1ccc(C(=O)NNC(=O)COc2ccc(Br)c(C)c2)cc1 | 92.7 | 35.7 | 0.0 | 96.7 | 103.9 | 97.9 | 111.3 | 93.5
27 | COc1ccc2c(CC(=O)OCC(=O)Nc3cc(C)c(C)cc3[N+](=O)[O-])coc2c1 | 101.9 | -3.9 | 2.0 | 101.3 | 99.7 | 102.8 | 95.1 | 95.5
28 | Cc1ccc(N2C(=O)N3[C@H]4c5ccccc5OC[C@@H]4[C@@H](c4ccccc4)[C@@]3(C)C2=O)cc1 | 88.8 | -28.4 | 1.0 | 102.8 | 93.3 | 90.0 | 100.7 | 105.5
29 | CC(=O)c1cccc(NC(=O)C2CCCN2S(=O)(=O)c2cccc3nsnc23)c1 (stereo not drawn) | 99.5 | 40.6 | 0.0 | 98.2 | 105.6 | 98.5 | 100.5 | 98.2
30 | COc1cc(CN2CCN(Cc3ccc(C)cc3)C(CCO)C2)ccc1O (stereo not drawn) | 98.8 | 4.0 | 3.0 | 97.8 | 97.4 | 89.9 | 106.6 | 98.4
31 | O=C(N/N=C\c1ccc([N+](=O)[O-])o1)C1COc2ccccc2O1 (stereo not drawn) | ? | 11.4 | 3.0 | 99.0[may fluoresce violet] | 87.5[may fluoresce violet] | 98.0[may fluoresce violet] | 122.0 | 120.4[may fluoresce violet]
32 | C=C(C)CSc1nnc(-c2ccc(OC)cc2)n1N | 96.9 | 0.7 | 1.0 | 100.7 | 98.2 | 101.2 | 106.4 | 100.8
33 | Cc1ccc(N2C(=O)CC(NCc3ccc4c(c3)OCO4)C2=O)cc1Cl (stereo not drawn) | 98.5 | 5.2 | 1.0 | 94.4 | 98.6 | 103.7 | 95.2 | 110.5
34 | Cc1[nH]c2ccccc2c1C(=O)C(=O)NCCc1c[nH]c2ccccc12 | 102.7 | -6.2 | 1.0 | 100.3 | 104.4 | 104.3 | 96.0 | 100.0
35 | O=S(=O)(c1ccc(Br)cc1)c1nc(-c2ccccc2)oc1N1CCOCC1 | 83.4 | 3.5 | 0.0 | 97.1 | 97.1 | 86.5 | 89.5 | 92.9
36 | Clc1ccc(-c2nnc(-c3ccco3)o2)cc1 | 102.4 | -15.2 | 0.0 | 97.3 | 93.0 | 95.7 | 90.2 | 99.4
37 | O=C(C1CCCO1)N1CCN(S(=O)(=O)c2ccc(F)cc2)CC1 (stereo not drawn) | 87.0 | 0.8 | 0.0 | 97.6 | 100.0 | 98.3 | 109.5 | 100.3
38 | COc1ccc(CCN2C(=O)CC(NNC(=O)c3ccc(F)cc3)C2=O)cc1OC (stereo not drawn) | 104.8 | 6.8 | 0.0 | 101.5 | 105.5 | 104.1 | 115.7 | 99.7
39 | O=C(Cc1c(F)cccc1Cl)Nc1ccc(-n2cnnn2)cc1 | 106.1 | -0.7 | 0.0 | 94.7 | 92.8 | 99.2 | 91.7 | 95.7
40 | Cc1ccc(C)c2[nH]c(=O)c(CCNC(=O)c3ccco3)cc12 | 107.8 | 7.8 | 1.0 | 102.1 | 110.5 | 104.2 | 90.1 | 106.5
41 | O=C(O)CCC(=O)Nc1ccc(-n2ccc(C(F)(F)F)n2)cc1 | 87.5 | 16.7 | 1.0 | 93.3 | 92.2 | 104.7 | 114.8 | 99.2
42 | CCCCC(CC)CNC(=O)C1CC=CCC1C(=O)O (stereo not drawn) | 94.6 | 0.0 | 9.0 | 98.1 | 92.4 | 101.6 | 109.4 | 82.5
43 | S=C1NC2(CCCC2)N=C1c1ccccc1 | 98.9 | 2.5 | 0.0 | 99.7 | 103.5 | 96.7 | 106.4 | 111.6
44 | O=C(CCN1C(=O)c2ccccc2C1=O)Nc1ccccn1 | 104.4 | 19.9 | 0.0 | 100.8 | 102.5 | 98.9 | 86.5 | 101.3
45 | CCc1nnc(NC(=O)CSc2nccn2-c2cccc(C)c2C)s1 | 115.8 | -2.8 | 6.0 | 107.4 | 106.4 | 100.4 | 101.2 | 106.1
46 | CCOC(=O)NNC(=O)C12CC3CC(CC(C3)C1)C2 | 86.0 | 9.2 | 1.0 | 92.6 | 94.9 | 102.9 | 116.1 | 101.5
47 | CC(C)c1nc2oc3c(NCc4ccccn4)ncnc3c2c2c1COC(C)(C)C2 | 96.6 | 8.8 | 0.0 | 97.8 | 98.3 | 97.8 | 107.2 | 103.5
48 | COc1cccc(CNC(=O)Cn2nc(C)c3c(C)n(-c4ccc(C)cc4)nc3c2=O)c1OC | 101.8 | -2.1 | 5.0 | 99.2 | 104.7 | 106.1 | 81.0 | 103.0
49 | O=C(NCc1ccccn1)C(=O)NCC1OCCCN1S(=O)(=O)c1cc(F)ccc1F (stereo not drawn) | 88.3 | 1.7 | 2.0 | 90.5 | 101.5 | 92.5 | 102.8 | 98.9
50 | Cc1ccsc1-c1nc(CN(C)C(C2CC2)C2CC2)c(C)o1 | 100.0 | 7.0 | 0.0 | 97.8 | 106.4 | 102.9 | 107.0 | 99.9
51 | CCOC(=O)Cn1c(S(=O)(=O)Cc2ccc(F)cc2)nc(-c2ccccc2)c1-c1ccccc1 | 97.4 | -0.1 | 1.0 | 98.3 | 102.1 | 104.1 | 72.8 | 99.1
52 | CC(C)(C)C1CCC(=NNC(=O)c2cc3c(s2)CCCC3)CC1 (stereo not drawn) | 97.0 | 14.7 | 4.0 | 103.4 | 94.5 | 97.9 | 117.6 | 95.7
53 | CN(C(=O)CCS(=O)(=O)c1ccc2c(c1)oc(=O)n2C)C1CCCCC1 | 90.3 | 2.4 | 2.0 | 91.9 | 95.8 | 96.4 | 92.6 | 96.4
54 | CN1CCCN(C(=O)c2cccc(Br)c2)CC1 | 102.7 | 4.1 | 5.0 | 102.8 | 98.9 | 106.3 | 96.4 | 98.0
55 | CCOc1ccc(NC(=S)NNc2ccnc3cc(Cl)ccc23)cc1 | 86.4 | -12.0 | 0.0 | 98.3 | 101.0 | 100.0 | 101.0 | 102.7
